OTUD3 block – blocks human OTUD3 ubiquitin-rhodamine cleavage. purified OTUD3, Ub-rhodamine fluorescence, 2 h. inhibition, % at 25 µM. hit rate 0.7% among 47,000. AID 1645858
USP8 block – inhibitors of human USP8 deubiquitinase | P40818 | inhibition, % at 20 µM | hit rate 4.2% among 47,000 | purified USP8, Ub-rhodamine cleavage fluorescence, 30 min | AID 1645853
USP30 inh – human USP30 deubiquitinase inhibition; purified USP30, Ub-rhodamine cleavage fluorescence; inhibition, % at 25 µM; hit rate 5.3% among 47,000; AID 1645860
USP17 inh – blocks human USP17 ubiquitin-rhodamine cleavage. hit rate 6.5% among 47,000. inhibition, % at 50 µM. purified USP17, Ub-rhodamine cleavage fluorescence, 3 h. AID 1645855
USP10 block – blocks human USP10 ubiquitin-rhodamine cleavage | hit rate 1.1% among 47,000 | purified USP10, Ub-rhodamine fluorescence, 60 min | Q14694 | inhibition, % at 20 µM | AID 1645856
Target sequence (Q14694 whole entry, looked up): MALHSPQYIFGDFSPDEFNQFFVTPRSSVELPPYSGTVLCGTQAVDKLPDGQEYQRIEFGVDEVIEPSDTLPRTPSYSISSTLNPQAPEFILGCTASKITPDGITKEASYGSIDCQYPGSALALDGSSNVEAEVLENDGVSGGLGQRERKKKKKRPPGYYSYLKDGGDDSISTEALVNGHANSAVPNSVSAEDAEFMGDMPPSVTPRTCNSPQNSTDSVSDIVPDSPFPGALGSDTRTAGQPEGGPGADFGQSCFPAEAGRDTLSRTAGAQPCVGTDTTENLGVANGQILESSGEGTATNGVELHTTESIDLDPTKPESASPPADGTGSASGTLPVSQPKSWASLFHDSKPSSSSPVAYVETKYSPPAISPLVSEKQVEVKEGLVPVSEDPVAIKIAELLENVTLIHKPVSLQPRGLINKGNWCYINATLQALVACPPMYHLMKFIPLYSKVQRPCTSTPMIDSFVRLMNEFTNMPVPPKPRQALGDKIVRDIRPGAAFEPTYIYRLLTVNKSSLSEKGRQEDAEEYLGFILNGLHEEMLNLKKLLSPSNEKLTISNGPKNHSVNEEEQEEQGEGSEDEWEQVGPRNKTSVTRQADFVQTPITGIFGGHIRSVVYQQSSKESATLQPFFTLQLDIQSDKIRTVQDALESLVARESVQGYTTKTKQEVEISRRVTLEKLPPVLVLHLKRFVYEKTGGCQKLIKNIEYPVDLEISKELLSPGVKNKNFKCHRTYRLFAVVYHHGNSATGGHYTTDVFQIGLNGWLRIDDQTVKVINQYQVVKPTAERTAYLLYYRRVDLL
USP7 inh – blocks human USP7 ubiquitin-rhodamine cleavage. Q93009. purified USP7, Ub-rhodamine cleavage fluorescence. inhibition, % at 20 µM. hit rate 0.3% among 47,000. AID 1645854
UCHL1 block – blocks human UCHL1 ubiquitin-rhodamine cleavage | P09936 | purified UCHL1, Ub-rhodamine cleavage fluorescence | inhibition, % at 20 µM | hit rate 0.2% among 47,000
Target sequence (P09936 whole entry, looked up): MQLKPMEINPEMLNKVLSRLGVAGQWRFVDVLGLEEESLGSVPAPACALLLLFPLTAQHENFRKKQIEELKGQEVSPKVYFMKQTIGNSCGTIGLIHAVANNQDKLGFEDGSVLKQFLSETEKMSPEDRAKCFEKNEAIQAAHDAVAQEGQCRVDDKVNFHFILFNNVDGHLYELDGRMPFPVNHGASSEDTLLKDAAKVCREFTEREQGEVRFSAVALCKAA
USP28 block – inhibitors of human USP28 deubiquitinase; purified USP28, Ub-rhodamine cleavage fluorescence, 30 min; Q96RU2; hit rate 3% among 47,000; inhibition, % at 25 µM
* hit, by the source's call; i = inactive; · = not tested or not shown. No stated cut-off is given here; in the data, active means inhibition above about 30%; inactive means the rest.

structure | OTUD3 block | USP8 block | USP30 inh | USP17 inh | USP10 block | USP7 inh | UCHL1 block | USP28 block
COc1cc(NC(=O)Cn2c(=O)n(-c3ccc(CC(=O)NCc4ccco4)cc3)c(=O)c3ccccc32)cc(OC)c1 | 13 | 22 | 9 | 4 | 23 | 4 | 0 | 9
COc1ccc(-c2cncc(-c3cc(NCc4ccc(Cl)cc4)nc(C)n3)c2)cc1 | 19 | 11 | 18 | 8 | 4 | 6 | 4 | 1
O=S(=O)(c1ccc(Cl)cc1)c1cnc2ccccc2c1N1CCCCCC1 | 0 | 8 | -9 | 9 | 2 | 5 | 3 | -2
CC(=O)c1sc(NC(=O)/C=C/c2ccccc2)nc1-c1ccccc1 | 3 | 12 | 0 | 74* | 5 | 4 | 1 | 5
C[C@H](NC(=O)[C@H](Cc1ccccc1)NC(=O)N1CCn2c1nc1ccccc12)C(=O)O | 14 | 12 | 15 | 17 | 3 | 2 | 1 | 17
O=C(Nc1cnc(N2CCOCC2)nc1)c1cccc2ccccc12 | 10 | -1 | 6 | 6 | -1 | 2 | 4 | 8
CN(C)C1(CNC(=O)Cc2ccccc2)CCCCC1 | -5 | 2 | 0 | 0 | 1 | 1 | -1 | -1
CCN1[C@H]2CCN(Cc3cnn(C)c3)CC[C@@H]2Oc2ccccc2S1(=O)=O | 4 | -104 | 6 | -9 | 0 | 2 | 1 | 1
O=C1CC(O)C(C2=CC(=O)c3c(O)cccc3C2=O)O1 (centres undefined) | 71* | -94 | 8 | 71* | -13 | -143 | 28 | 83*
Cc1cn2nc(N3CCC(C4CCCCCN4C(N)=O)CC3)sc2n1 (centres undefined) | 10 | 16 | 10 | 12 | 1 | -29 | 2 | 6
N#Cc1cccc(NC(=O)N2CCc3nc4ccccc4n3CC2)c1 | 8 | 3 | 33* | 1 | 0 | -3 | 4 | 14
CC(C)(C)N=C1Nc2ccccc2NC12CCCNC2 (centres undefined) | -11 | -23 | -74 | -19 | -6 | -25 | -5 | -7
Cc1cc(-c2cncnc2-c2ccc(CNC(=O)Cc3cc(F)ccc3F)cc2)on1 | 8 | 0 | 2 | 8 | -1 | 2 | 3 | 3
O=C(CC1C(=O)Oc2ccccc2N1C(=O)C1CC1)Nc1ccccc1 (centres undefined) | 0 | 9 | 0 | 0 | 2 | -19 | 1 | -8
Cc1ccc(S(=O)(=O)c2cnc3ccccc3c2N2CCC3(CC2)OCCO3)cc1 | 1 | -1 | -16 | -1 | -1 | -4 | 1 | -2
CC1=C(C(=O)Nc2ccc(C)cc2C)C(c2ccc(C)o2)n2ncnc2N1 (centres undefined) | -2 | 0 | -15 | 2 | -7 | -8 | -2 | 3
O=C(c1cccnc1)N1CCO[C@@H]2CC(COCc3ccccn3)C[C@H]21 (some centres undefined) | 4 | -20 | 2 | 1 | 0 | 2 | 0 | 0
Cn1ccc(C(=O)N2[C@@H](c3ccccc3)C[C@@]3(C)[C@H](O)[C@H](O)CCC[C@@H]23)n1 | -23 | -27 | -93 | -23 | -5 | -6 | -8 | -29
COc1ccccc1C(=O)NCc1noc(-c2cccc(C)c2)n1 | 2 | -1 | -14 | -5 | 0 | -1 | -1 | 0
CC(C)n1nccc1C(=O)N(C)C[C@H]1C[C@]2(C)[C@@H](CCCC[C@]2(C)O)N1C | -36 | -18 | -173 | -38 | -2 | -18 | -19 | -57
COc1ccc(C2NC(=O)NC(C)=C2C(=O)OCCc2ccccc2)cc1OC (centres undefined) | -4 | -1 | 0 | -2 | -1 | -11 | -5 | 1
CN(C=C1NC(=O)c2ccc(Cl)cc2N1)CC(=O)Nc1ccc(Cl)cc1 | -24 | -42 | -185 | -28 | -5 | -67 | -5 | -9
CC(=O)c1c(C)[nH]c(-c2csc(N)n2)c1C | -197 | -82 | i | -168 | -6 | -59 | -51 | -235
COc1ccc(C2CC(c3ccccc3)N(C(=O)C3CC3)c3ncnn32)cc1 (centres undefined) | -202 | -264 | i | -181 | -4 | -144 | -163 | -278
Cc1cc(Nc2nc3ccccc3nc2Nc2cccc(Cl)c2)n(-c2ccccc2)n1 | 2 | -22 | 16 | 3 | -1 | 1 | -1 | -12

Two entries from above, with values under each structure:
Every second line gives: OTUD3 block	USP8 block	USP30 inh	USP17 inh	USP10 block	USP7 inh	UCHL1 block	USP28 block
> CN(C)C1(CNC(=O)Cc2ccccc2)CCCCC1
  -5	2	0	0	1	1	-1	-1
> CCN1[C@H]2CCN(Cc3cnn(C)c3)CC[C@@H]2Oc2ccccc2S1(=O)=O
  4	-104	6	-9	0	2	1	1

Exported as labelled records: part of the list above
> COc1ccc(-c2cncc(-c3cc(NCc4ccc(Cl)cc4)nc(C)n3)c2)cc1
  OTUD3 block: 19; USP8 block: 11; USP30 inh: 18; USP17 inh: 8; USP10 block: 4; USP7 inh: 6; UCHL1 block: 4; USP28 block: 1

> O=S(=O)(c1ccc(Cl)cc1)c1cnc2ccccc2c1N1CCCCCC1
  OTUD3 block: 0; USP8 block: 8; USP30 inh: -9; USP17 inh: 9; USP10 block: 2; USP7 inh: 5; UCHL1 block: 3; USP28 block: -2

> CC(=O)c1sc(NC(=O)/C=C/c2ccccc2)nc1-c1ccccc1
  OTUD3 block: 3; USP8 block: 12; USP30 inh: 0; USP17 inh: 74*; USP10 block: 5; USP7 inh: 4; UCHL1 block: 1; USP28 block: 5

> C[C@H](NC(=O)[C@H](Cc1ccccc1)NC(=O)N1CCn2c1nc1ccccc12)C(=O)O
  OTUD3 block: 14; USP8 block: 12; USP30 inh: 15; USP17 inh: 17; USP10 block: 3; USP7 inh: 2; UCHL1 block: 1; USP28 block: 17

More compounds follow.
structure | OTUD3 block | USP8 block | USP30 inh | USP17 inh | USP10 block | USP7 inh | UCHL1 block | USP28 block
O=C(c1csc(S(=O)(=O)NC2CCCCCC2)c1)N1CCOCC1 | -2 | 3 | 6 | · | 4 | 0 | 0 | -1
CCC(=O)N(C1CCOCC1)C1CCN(S(=O)(=O)c2ccc(C)cc2C)CC1 | -3 | -34 | -3 | -12 | -2 | 0 | -1 | -11
COc1ccccc1N1CCN(C(CNC(=O)c2ccc3c(c2)OCO3)c2cccnc2)CC1 (centres undefined) | -3 | -142 | -14 | -14 | 0 | 0 | 0 | -10
CCOc1ccc(CCNC(=O)c2cc3c(s2)CS(=O)(=O)C3)cc1OCC | 2 | 21 | 6 | · | -5 | 1 | -1 | 39*
COc1cc2ccnc(Cc3cccc(OC)c3OC)c2cc1OC | 16 | 21 | 17 | 12 | 3 | 4 | 2 | 13
CC(C)C(=O)N1C[C@@H]2c3nc(Nc4ccccc4)ncc3CS(=O)(=O)[C@@H]2C1 | 0 | -12 | 0 | -8 | 1 | 3 | -2 | -2
O=C1CCCN1c1ccc(S(=O)(=O)Nc2cccc3cccnc23)cc1 | -7 | -351 | -10 | 2 | 0 | 0 | 0 | -17
Cc1cc(N2CCOCC2)nc2ccc(NC(=O)CCC(=O)NCc3ccc(F)cc3)cc12 | -8 | 9 | -2 | 4 | 2 | -4 | -5 | -7
CNc1cc(C)nc(C2(C)CCCN2C(=O)c2cccc(C)n2)n1 (centres undefined) | -1 | 3 | -2 | -4 | -1 | 5 | 1 | -4
COc1cc(Cl)ccc1C(=O)Nc1cccc(-n2cnnn2)c1C | 12 | 9 | 47* | 82* | 13 | 8 | 3 | 21
O=C(C1CCC(=O)N1S(=O)(=O)c1ccccc1)N1CCN(Cc2ccccc2)CC1 (centres undefined) | 4 | 9 | 2 | 12 | -3 | -2 | 0 | 13
COc1ccc(CC(=O)NCC(c2ccccc2Cl)N2CCCC2)cc1 (centres undefined) | -5 | -106 | -9 | -33 | -1 | 0 | -3 | -15
CC(=O)N1Cc2ccccc2OC2(CCCN(Cc3ccncc3)C2)C1 (centres undefined) | 6 | 1 | -2 | 6 | -3 | 1 | -1 | 4
O=S(=O)(c1cccnc1)N1C[C@H]2CC(OCc3ccccc3)C[C@H]2C1 (some centres undefined) | 10 | -7 | 8 | 2 | 1 | 0 | 0 | 5
C[C@H]1CCC=C2C[C@H]3OC(=O)C(CN4CCN(c5ccccn5)CC4)[C@H]3[C@H](O)[C@@]21C (some centres undefined) | -2 | -1 | · | -15 | 0 | -1 | -1 | ·
COc1cc(C)cc2oc(=O)c(CC(=O)NCCCO)c(C)c12 | -1 | -1 | · | -4 | 1 | 0 | 0 | ·
CCCN(C)C(=O)c1snc2c(=O)n(Cc3ccccc3)c(=O)[nH]c12 | 13 | 9 | 26 | 11 | 0 | -39 | -1 | 7
N[C@@H](C[C@H]1CCC(=O)[C@@H]2O[C@H]12)C(=O)O | -18 | -50 | -150 | -16 | -11 | -37 | -5 | -24
Cc1ccc(NC(=O)N2CCCN(c3ncccc3C#N)CC2)cc1Cl | -7 | 7 | 0 | -9 | 4 | -13 | 0 | -3
O=C(CCCCCn1c(=O)[nH]c2ccsc2c1=O)N1CCN(c2ccccc2)CC1 | -2 | 2 | 5 | -14 | -1 | 2 | -1 | -5
Cc1nc(NC(=O)C2C3C=CC(C3)C2C(=O)O)sc1C (centres undefined) | 8 | 2 | 7 | -39 | 1 | -2 | 1 | 3
CCOC(=O)c1cnn(-c2ccc(C(=O)NCCCN3CCCC3)cc2)c1N | -5 | 13 | -8 | 0 | -8 | -3 | 0 | 3
Cc1noc(C)c1CC(=O)N1CCCCC1c1cc(=O)n2ccnc2[nH]1 (centres undefined) | 6 | 10 | 17 | 12 | 1 | 9 | 5 | 5
CN(C)CCNc1nnc(-c2nnc(C3CC3)o2)c2ccccc12 | -2 | 1 | 3 | -15 | 0 | -13 | -1 | -2
N#Cc1ccc(Cl)cc1NC(=O)CN1C(=O)c2ccccc2S1(=O)=O | 1 | -14 | 18 | 11 | 0 | 3 | 0 | 4

Carrying on.
structure | OTUD3 block | USP8 block | USP30 inh | USP17 inh | USP10 block | USP7 inh | UCHL1 block | USP28 block
Cc1ccccc1N1C(=O)/C(=C\c2cccn2C)c2ccccc2C1=O | -5 | -16 | -66 | 61* | -8 | -36 | -21 | 4
Cc1ccc(CCNCc2c(C(=O)O)c(C)n(-c3ccccc3)c2C)cc1 | -2 | 11 | -35 | 20 | -2 | 3 | 0 | -3
COc1ccc(CNC(=O)CCC2=NS(=O)(=O)c3ccc(C)cc3N2)cc1 | -4 | -1 | -7 | -5 | 2 | -2 | -2 | -10
CCC1(c2ccccc2)NC(=O)N(CC(=O)c2cc(C)[nH]c2C)C1=O (centres undefined) | 4 | -4 | · | -6 | -2 | 2 | 0 | ·
O=C(c1ccncc1)N1C[C@H](OCc2ccncc2)[C@H]2OCCC[C@H]21 | -11 | -40 | -12 | -1 | -1 | -1 | -1 | -12
N#Cc1ccc(NC(=O)c2cccc(OCc3ccccc3)c2)cc1 | 1 | 0 | -1 | 3 | 2 | -37 | 3 | 22
CCOc1ccccc1NC(=O)CSc1nnc(-c2ccccn2)n1Cc1ccco1 | 12 | 7 | 16 | 6 | 5 | -2 | 2 | 10
Cc1ncsc1C(=O)N1CC[C@@H]2[C@H]1CCCC(=O)N2Cc1ccccc1C(F)(F)F | 6 | 14 | 1 | 6 | 0 | -4 | 0 | 8
Cc1ccc(-n2nc3c(c2NC(=O)c2cc(C)cc(C)c2)CS(=O)C3)cc1 (centres undefined) | -4 | -5 | -8 | -2 | -1 | -16 | -5 | -6
CN(C)C(=O)CO[C@@H]1CO[C@H]2[C@@H]1OC[C@@H]2Nc1nccc(-c2ccc3c(c2)OCO3)n1 | 5 | -2 | 6 | 3 | -2 | 4 | 0 | 6
COc1ncc(CN2CCOCC(Cc3ccc4[nH]ncc4c3)C2)cn1 (centres undefined) | -6 | -6 | -2 | -4 | 0 | -84 | -2 | -6
O=C(Nc1ccc(Br)cc1)C1C2C=CC3(O2)C1C(=O)N(CCCN1CCOCC1)C3C(=O)NC1CCCCC1 (centres undefined) | 8 | -86 | 7 | -18 | -3 | -5 | 2 | 2
CCC1(c2ccccc2)NC(=O)N(CC(=O)Nc2ccc(C)c([N+](=O)[O-])c2)C1=O (centres undefined) | 8 | 7 | 21 | -7 | 7 | · | 8 | 9
CC(=O)Nc1ccc(S(=O)(=O)N(C)c2ccc(OCC(=O)Nc3cccc(C)c3C)cc2)cc1 | -26 | -140 | -11 | -24 | -3 | -2 | -2 | -9
CCC(=O)Oc1ccc(-n2nnnc2C2(Nc3ccc(NC(C)=O)cc3)CCCCC2)cc1 | 7 | 5 | 5 | -6 | 1 | 7 | 5 | 9
O=C(NCc1ccccn1)c1nc[nH]c1C(=O)NCc1ccc(F)cc1Cl | -8 | -135 | -11 | -42 | -4 | -63 | -1 | 16
Cn1ccnc1C1(O)CCN(Cc2ccc(F)cc2)CC1 | 8 | -10 | 8 | -8 | -1 | 1 | -2 | 3
O=C(c1cccc(C(F)(F)F)c1)N1CCCSc2ccccc21 | 7 | -8 | 3 | 4 | 0 | -11 | -1 | -1
O=S(=O)(Cc1ccccc1)N1CCCN(c2cc(-c3ccccn3)[nH]n2)CC1 | -11 | -187 | -9 | -41 | -3 | -5 | -6 | -10

Source: PubChem BioAssay (Dana-Farber Cancer Institute and Novartis Institutes for BioMedical Research (Cambridge, Mass))
